FAS TE block = inhibitors of human fatty acid synthase thioesterase domain; recombinant FAS-TE, OMFH fluorogenic substrate, fluorescence endpoint; inhibition, % at 15 µM; 360,000 compounds, 0.67% hits; AID 602261;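 active = compounds whose normalised, plate-corrected inhibition of enzyme fluorescence in the single-dose primary screen is 50% or more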;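 also: 0% = DMSO with enzyme and 100% = substrate without enzyme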
CSN inh = blocks human CSN-mediated cullin deneddylation | 360,000 compounds, 0.38% hits | inhibition, % at 12.5 µM | Purified CSN, SCF-Nedd8-OG deneddylation, fluorescence polarization | Q92905;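 active = pattern-corrected inhibition above about 35%, with an unprinted fluorescence ratio check between 0.5 and 1.5, limit read from the data, passing the limit was not always enough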;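 also: 0% = enzyme with substrate and 100% = substrate without enzyme; some results filed as inactive read as strong as hits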
Target sequence (Q92905 whole entry, looked up, one chain of several): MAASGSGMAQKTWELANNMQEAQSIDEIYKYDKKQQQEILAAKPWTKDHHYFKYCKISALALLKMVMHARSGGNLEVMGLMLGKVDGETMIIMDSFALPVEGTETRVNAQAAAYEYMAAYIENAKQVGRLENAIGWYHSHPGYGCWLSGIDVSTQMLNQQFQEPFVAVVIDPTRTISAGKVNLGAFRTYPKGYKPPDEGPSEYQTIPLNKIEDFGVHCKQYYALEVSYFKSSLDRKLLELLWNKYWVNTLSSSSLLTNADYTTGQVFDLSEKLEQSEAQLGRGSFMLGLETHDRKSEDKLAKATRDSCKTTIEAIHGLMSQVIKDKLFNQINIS
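Material: human Csn5 produced in HEK293T cells; Input: enzyme 0.24 nM; Reagent: SCFSkp2-Nedd8OG substrate at 10 nM final; Dosing: 12.5 µM compound; Incubation: 90 min reaction at room temperature; Detection: fluorescence polarization of the substrate; Evaluation: % inhibition of substrate cleavage by Csn5; Control set: substrate-only high control, full reaction low control.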
PABP1 MLLE inh = blocks PAM2 peptide binding to the PABP1 MLLE domain | inhibition, % at 20 µM | GST-MLLE / FITC-PAM2 fluorescence polarization | 360,000 compounds, 0.36% hits; in the data active = inhibition above about 35%, passing the limit was not always enough;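 also: plate controls were DMSO wells with GST-MLLE for no effect and wells lacking GST-MLLE protein for full effect; some results filed as inactive read as strong as hits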
Target sequence (P11940 whole entry, looked up, the tested form may be a part): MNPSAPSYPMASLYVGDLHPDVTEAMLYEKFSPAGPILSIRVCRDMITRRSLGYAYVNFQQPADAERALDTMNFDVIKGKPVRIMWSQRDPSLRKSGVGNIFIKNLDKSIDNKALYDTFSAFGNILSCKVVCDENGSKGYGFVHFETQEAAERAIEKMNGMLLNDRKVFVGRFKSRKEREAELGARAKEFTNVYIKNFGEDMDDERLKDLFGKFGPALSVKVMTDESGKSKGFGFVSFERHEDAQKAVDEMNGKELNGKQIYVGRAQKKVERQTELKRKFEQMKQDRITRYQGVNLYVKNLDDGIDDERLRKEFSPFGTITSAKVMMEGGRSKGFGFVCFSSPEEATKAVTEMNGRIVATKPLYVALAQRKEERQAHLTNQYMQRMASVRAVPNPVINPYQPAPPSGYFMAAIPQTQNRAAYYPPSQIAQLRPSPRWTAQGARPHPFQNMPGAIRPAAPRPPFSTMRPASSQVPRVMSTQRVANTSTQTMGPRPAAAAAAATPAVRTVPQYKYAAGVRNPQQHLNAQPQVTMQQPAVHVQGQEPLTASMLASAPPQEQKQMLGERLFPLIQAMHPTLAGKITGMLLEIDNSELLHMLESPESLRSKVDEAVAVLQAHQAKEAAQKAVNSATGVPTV
Rin1-Abl PPI inh = human Rin1-Abl interaction inhibition. 360,000 compounds, 0.4% hits. AID 588664. TR-FRET Rin1/Abl binding, biochemical. inhibition, % at 7.35 µM; in the data active = inhibition above about 5%, passing the limit was not always enough
eLon inh = inhibitors of E. coli Lon protease | P0A9M0 | purified E. coli Lon protease, fluorescence polarization | inhibition, % at 7.94 µM | 360,000 compounds, 0.42% hits | AID 602123; in the data active = inhibition above about 13%, passing the limit was not always enough;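 also: 0% = enzyme with probe and DMSO and 100% = no enzyme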
bovine MsrA act = activates bovine MsrA enzyme | purified bovine MsrA, absorbance read-out | activation, % at 10.6 µM | 360,000 compounds, 0.3% hits; in the data active = activation above about 7.5%;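 also: 0% = vehicle and 100% = reference activator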
MT1-MMP act inh = MT1-MMP (human) activation inhibition; 360,000 compounds, 0.061% hits; P50281; GFP/RFP ratio change, % at 20 µM; HT1080 RFP-PRO-GFP cells, GFP/RFP ratio fluorescence, overnight; percent of plate control window, DMSO zero;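 active = GFP/RFP ratio change of at least 30% with cell ATP level not reduced by more than half and red fluorescence within 50% of control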; also: strong numbers were not always called active
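Assay system: HT1080 cells carrying an RFP-PRO-GFP reporter | Dosing: Single dose of 20 µM compound, 1% DMSO final | Incubation: Cells overnight before dosing, compound overnight, 37 °C, 5% CO2 | Evaluation: GFP/RFP fluorescence ratio | Control set: DMSO and RFP-L50D-GFP cell wells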
Rpn11 inh = blocks the human proteasome subunit Rpn11; O00487; human 26S proteasome, Ub4-pepOG fluorescence polarization; 20S core pre-blocked with epoxomicin; calls only at 20 µM; 360,000 compounds, 0.59% hits; AID 588493;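 active = inhibition at 20 µM, scaled to each plate's controls, above about 33%, limit read from the data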
MsrA inh = bovine MsrA inhibition | inhibition, % at 15.5 µM | 360,000 compounds, 0.75% hits | AID 651718 | purified bovine MsrA, absorbance read-out; in the data active = inhibition above about 4.5%;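 also: 0% = vehicle wells with enzyme and 100% = reference inhibitor wells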
* marks the source's active call; other numbers are inactive results; i = inactive; / = no result given.

molecule,FAS TE block,CSN inh,PABP1 MLLE inh,Rin1-Abl PPI inh,eLon inh,bovine MsrA act,MT1-MMP act inh,Rpn11 inh,MsrA inh
CCCCn1c(SCC(=O)N2CC(C)CC(C)C2)nc2cc(S(N)(=O)=O)ccc21 (centres undefined),3,-2,-17,3,-8,-3,-6,i,-0.9
COc1ccc(-c2cc3cc4c(cc3cn2)OCO4)cc1,-1,2,1,-5,10,-1,4,i,-0.9
CSc1nc(N(C)NC(=O)c2ccc(F)cc2)c2ccccc2n1,-3,-2,5,-3,-2,-5,1,i,1.0
CCOC(=O)c1c(C)[nH]c(C(=O)OCC(=O)N2CCc3ccccc32)c1C,-15,1,-18,0,1,-3,-9,i,0.2
C=CCn1c(=S)sc2c(=O)[nH]cnc21,-3,1,-21,0,-4,-5,-8,i,2.0
COCCN(Cc1nc(C2(c3ccc(C)cc3)CCCC2)no1)C(C)C,15,0,-9,3,-3,-1,-2,i,0.6
O=C1CS/C(=N\N=C\c2ccccc2Cl)N1CC1CC1,19,-7,-3,1,5,-1,-2,i,-0.8
Cc1cccc(C)c1-n1c(SCC(=O)N2CC(=O)Nc3ccccc32)nc2ccccc2c1=O,5,-5,0,0,-1,-4,-2,i,-0.4
COc1cc(C(=O)N/N=C/c2ccc(OC(=O)N3CCOCC3)cc2)cc(OC)c1OC,-12,3,5,-2,-9,-5,7,i,1.9
CC1(C2CC2)NC(=O)N(CC(=O)N2CCN(S(=O)(=O)c3ccc(F)c(F)c3)CC2)C1=O (centres undefined),-6,5,-64,-2,2,-1,3,i,0.1
CCCCC1=CC2=CC(=O)C(C)(OC(=O)CC)C(=O)C2=CN1CCc1ccccn1 (centres undefined),-5,-2,10,4,9,-7,-6,i,2.4
COCCN(C(=O)COC(=O)/C=C/c1cccc(C(F)(F)F)c1)c1c(N)n(CC(C)C)c(=O)[nH]c1=O,-13,0,-2,3,4,0,1,i,-0.8
CC(C)CC(=O)NC(=S)NCc1ccccc1,1,3,19,-3,5,-8,0,i,-0.8
CCOc1ccccc1/C=C/c1onc(C)c1S(=O)(=O)N1CCC(C(=O)NC)CC1,-3,-3,-11,-6,-8,-5,-5,i,0.9
CCCOc1ccc(CNC(=O)Cc2cccs2)cc1,-2,0,2,3,-4,-2,0,i,1.6
NS(=O)(=O)c1ccc(CCNC(=O)NC2CCCCC2)cc1,-1,1,8,-2,-3,-7,-2,i,0.1
COc1ccccc1OCCC(=O)OCC(=O)Nc1cccc(Br)c1,5,-2,-5,2,-2,-5,1,i,-1.2
Cc1nc2ncnn2c(Nc2ccc3c(c2)OCCO3)c1C,-6,0,0,1,-6,-5,3,i,1.8
COc1ccc(NC(=O)CN(C)S(=O)(=O)c2cccc3nsnc23)cc1OC,-4,-2,11,0,1,-6,10,i,1.4
O=C(O)Cn1cc(C(=O)c2ccco2)c2ccccc21,-8,2,7,-7,10,-5,4,i,3.7
COc1ccc(N2C(=O)CSC2c2ccc3c(c2)OCO3)cc1 (centres undefined),-2,-2,-1,-4,-10,-11,1,i,1.0
Cc1ccc(C)c(S(=O)(=O)Nc2ccc3oc(C)c(C(=O)O)c3c2)c1,-3,40*,4,1,-14,-1,2,i,-0.8
C/C(=N\NC(=O)c1ccccc1C)c1ccc(NC(=O)c2cccs2)cc1,-4,1,-1,-2,-6,-9,1,i,0.7
Nc1c(C(=O)NCc2ccc3c(c2)OCO3)nnn1Cc1cccc(F)c1,0,-5,11,8.4*,-9,-4,1,i,-1.5
COc1ccc(-c2oc3ccccc3c2C#CC(C)(C)O)cc1,28,-4,5,-2,12,-4,0,i,1.7
O=C(COC(=O)C1CCN(/C=C/C(=O)C(F)(F)F)CC1)Nc1cccc(F)c1,-8,5,-2,-1,-2,-4,4,i,1.6
Cn1c(=O)c2c(nc(N3CCCCC3)n2CCSc2nc3ccccc3s2)n(C)c1=O,7,-4,3,-3,2,-13,-5,i,-1.1
COc1ccccc1C1C2CCCCC2(O)CCN1CC(=O)Nc1ccccc1 (centres undefined),-1,-4,6,3,-6,0,-9,i,/
CC1CC(C)CN(S(=O)(=O)c2ccc(NC(=O)C3CC(=O)N(Cc4ccccc4)C3)cc2)C1 (centres undefined),14,2,-6,-2,-18,-2,0,i,-1.9
Cc1ccc(C)n1CCN1CCN(CC(=O)Nc2ccc(S(N)(=O)=O)cc2)CC1,-8,-1,-2,2,4,-4,0,i,-0.4

Shown with each value named: part of the list above.
> COc1cc(C(=O)N/N=C/c2ccc(OC(=O)N3CCOCC3)cc2)cc(OC)c1OC
  FAS TE block: -12 | CSN inh: 3 | PABP1 MLLE inh: 5 | Rin1-Abl PPI inh: -2 | eLon inh: -9 | bovine MsrA act: -5 | MT1-MMP act inh: 7 | Rpn11 inh: i | MsrA inh: 1.9

> O=C(COC(=O)C1CCN(/C=C/C(=O)C(F)(F)F)CC1)Nc1cccc(F)c1
  FAS TE block: -8 | CSN inh: 5 | PABP1 MLLE inh: -2 | Rin1-Abl PPI inh: -1 | eLon inh: -2 | bovine MsrA act: -4 | MT1-MMP act inh: 4 | Rpn11 inh: i | MsrA inh: 1.6

> CC(C)CC(=O)NC(=S)NCc1ccccc1
  FAS TE block: 1 | CSN inh: 3 | PABP1 MLLE inh: 19 | Rin1-Abl PPI inh: -3 | eLon inh: 5 | bovine MsrA act: -8 | MT1-MMP act inh: 0 | Rpn11 inh: i | MsrA inh: -0.8

The listing continues:
molecule,FAS TE block,CSN inh,PABP1 MLLE inh,Rin1-Abl PPI inh,eLon inh,bovine MsrA act,MT1-MMP act inh,Rpn11 inh,MsrA inh
COc1ccc(-c2noc(C3CCCN(C(=O)c4ccccc4OC)C3)n2)cc1 (centres undefined),-11,7,-15,-1,6,-6,-1,i,-0.1
COC(=O)CCC(=O)c1oc2ccc(OC)cc2c1N,1,-2,11,-2,-6,-1,5,i,3.0
COC(=O)NCC(c1ccco1)N1CCN(c2ccccc2)CC1 (centres undefined),-4,2,-3,0,-5,0,-3,i,-1.1
COc1ccccc1NC(=O)Nc1ccnn1C1CCN(C(=O)c2cccnc2)CC1,-2,2,8,0,-3,-4,-1,i,0.1
CC(=O)c1ccc(C(=O)N2CCCC(C(=O)c3ccc(Cl)cc3)C2)s1 (centres undefined),6,2,13,-4,-2,-4,2,i,1.9
Cc1ccc2cn[nH]c2c1NC(=S)NC(=O)c1ccccc1,-5,-7,30,3,-4,-5,1,i,-0.3
CCOC(=O)N1CCN(c2c(NCCN3CCN(c4ccccc4F)CC3)c(=O)c2=O)CC1,-3,0,8,0,-2,-4,1,i,-0.6
Cc1cc(NC(=O)CCC(=O)N(c2cccc(F)c2)C(C(=O)NC2CCCC2)c2ccc(C)o2)no1 (centres undefined),-1,-1,-8,3,-3,-1,1,i,-0.5
CSc1ccccc1C(=O)OCC(=O)N1CCCC1=O,-11,0,22,4,-3,-12,/,i,0.5
CCOC(=O)C1CCN(C(=O)NS(=O)(=O)c2ccc(C)cc2)CC1,-8,2,3,1,-8,-1,-1,i,2.5
COC(=O)c1cc(-c2ccc(C)o2)nc2ccccc12,-3,4,27,-1,-9,-2,-5,i,1.8
O=C(Nc1cccc(NC(=O)c2ccc(-c3ccc(Br)cc3)o2)c1)c1ccco1,32,6,7,-17,-13,-4,5,i,3.3
Cc1ccc2cc(CN(CCCN3CCOCC3)C(=O)NC3CCCCC3)c(=O)[nH]c2c1C,24,-3,13,-3,1,-1,-21,i,0.0
COC(=O)[C@H](Cc1ccccc1)NC(=O)NC(C)CCc1ccccc1 (some centres undefined),1,-3,-2,-3,-3,-1,-2,i,-1.9
Cc1cc(C)n2nc(C(=O)Nc3cccc(S(=O)(=O)N(C)c4ccccc4)c3)nc2n1,3,-1,-8,-1,1,2,-2,i,-1.1
COC(C[C@@H](O)CC(=O)COCc1ccccc1)OC,-16,-3,-1,1,-3,-6,-1,i,-0.5
CC1(c2ccccc2Br)NC(=O)N(CC(=O)Nc2ccc(S(N)(=O)=O)cc2)C1=O (centres undefined),-1,7,-3,-1,-1,-1,3,i,-0.3
CCOc1ccc(NC(=O)CN(C)C(=O)c2cccnc2Sc2ccc(Cl)cc2)cc1OCC,1,2,-5,1,-6,-1,0,i,-1.0
CCOC(=O)C1(CCOc2ccccc2)CCN(Cc2ccc(OC)cc2)CC1,9,2,0,-3,-3,1,2,i,-0.2
Cc1ccc(NC(=O)CSc2n[nH]c(-c3ccco3)n2)cc1,-7,-3,-2,2,7,-5,3,i,-0.4
O=C(CCCN1C(=O)/C(=C\c2ccco2)SC1=S)Nc1cccc2ccccc12,-4,18,-11,-1,-19,-6,15,i,1.8
COc1ccccc1-c1noc2c1C(=O)N(Cc1cn(C3CCCC3)nn1)CC2,-6,-3,/,/,1,-1,1,/,-0.9
COc1cc(SC)ccc1C(=O)Nc1cccc(S(=O)(=O)NC2=NCCCCC2)c1,2,1,12,-3,8,-2,0,i,0.7
CCCCc1cc(=O)oc2c(C)c(OCC(=O)N3CCC(C(=O)O)(c4ccccc4)CC3)ccc12,2,2,-13,-1,-5,-1,11,i,2.0
COc1ccccc1N1CCN(C(=O)c2cc(-c3ccc(Cl)c(Cl)c3)on2)CC1,0,-2,-2,4,1,-3,-2,i,-1.0
O=C(O)C1[C@H]2C(=O)N(Cc3cccs3)C[C@]23C=C[C@H]1O3 (some centres undefined),-4,-3,1,-2,15,-3,1,i,-0.1
C=CCn1c(-c2sc3nc(C)cc(C)c3c2N)n[nH]c1=S,-8,1,-11,-2,7,-2,6,i,-0.1
COc1ccc(C(=O)CSc2nnc(CNC(=O)c3ccc(OC)cc3)n2C)cc1,-7,0,3,0,-18,-2,7,i,-0.1
COC(=O)c1ccc2c(=O)n(-c3ccccc3)c(SCN3C(=O)c4ccccc4C3=O)nc2c1,62*,-2,-18,-4,2,-2,-3,i,0.5
O=c1c(Cl)c(N2CCN(c3ccccc3)CC2)cnn1C12CC3CC(CC(C3)C1)C2,-13,-7,1,-5,2,-3,3,i,0.6
O=C(NCc1ccco1)/C(=C\c1ccco1)NC(=O)c1ccccc1Cl,-3,4,-1,0,7,-4,0,i,1.5
Cc1ccc(N/C=C/C(=O)c2ccco2)c(O)c1,-2,2,-39,-7,-29,-3,-15,i,2.9
O=C(Nc1ccccc1)c1ccc(CN2CCC(Cc3ccccc3)CC2)cc1,-4,-6,4,-1,-12,-2,-1,i,-0.6
O=S(=O)(Nc1ccccc1C(F)(F)F)c1ccc(-c2ccccn2)s1,1,-2,-9,-1,10,-4,-2,i,1.0
Cc1nn(-c2cccc(Cl)c2)nc1C(=O)Nc1cccc(C(=O)NC2CC2)c1,6,1,-12,0,5,-4,1,i,1.7
COc1cccc(CNC[C@H]2O[C@@H](n3cnc(C(N)=O)n3)[C@H](O)[C@@H]2O)c1OCc1ccc(F)cc1Cl,-10,2,-16,-3,-3,-5,1,i,0.9
Cc1ccc(NC(=O)CC2S/C(=N/c3nccs3)N(C)C2=O)cc1C (centres undefined),-17,-1,2,3,4,-12,6,i,0.1
CC(=O)N1CCOc2ccc(S(=O)(=O)N3CCC(C(=O)NCc4ccccc4)CC3)cc21,-4,-1,12,5,7,-3,0,i,-0.7
Cc1cc(C)cc(Nc2ncc3c(n2)CCCC3=O)c1,-6,-3,6,2,-7,-10,-8,i,4.5
Cc1nc2c(OCCC3CCCCC3)cccn2c1N(C)C(=O)CCC1CCCC1,26,4,7,1,0,0,-24,i,1.6
